# USP2a inhib: USP2a (human) protease inhibition | O75604 | Potency, µM (doses to about 38.3 µM), for inactives: at the highest dose activity change, negative = inhibition, most hits filed as inhibitors | USP2a enzymatic assay, qHTS inhibition | AID 927 | actives 0.1% (n = 60,000);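 also: potency is read from the fitted curve at half-maximal effect; nearly all actives have a fitted effect of over 60% in size; plate controls were DMSO for no effect and NEM full inhibition control for full effect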
#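 Coupled readout: USP2-cleaved Ub-PLA2 (20nM final) turns over NBD C6-HPC (20uM final), Ex 460nm/Em 535nm after 2.5 h, time-zero read flagging artifacts. Enzyme (20nM final, pH 8.0 Tris) given 30 min RT with compound first; NEM defines full inhibition.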
# HADH2 inhib: blocks human hydroxyacyl-CoA dehydrogenase type II. Q99714. recombinant HADH2, NADH fluorescence, beta-hydroxybutyryl-CoA. Potency, µM (titrated, usually from 57.1 µM), inactives show at the top dose activity change, negative = inhibition, usual class: inhibitors. actives 3.4% (n = 73,000). AID 886; also: potency is read from the fitted curve at half-maximal effect; % is scaled to controls: 0 for no effect and ±100 for the full control effect; nearly all actives have a fitted effect of over 60% in size; many of its hits are not listed in these tables
# Target sequence (Q99714 whole entry, looked up, one chain of several): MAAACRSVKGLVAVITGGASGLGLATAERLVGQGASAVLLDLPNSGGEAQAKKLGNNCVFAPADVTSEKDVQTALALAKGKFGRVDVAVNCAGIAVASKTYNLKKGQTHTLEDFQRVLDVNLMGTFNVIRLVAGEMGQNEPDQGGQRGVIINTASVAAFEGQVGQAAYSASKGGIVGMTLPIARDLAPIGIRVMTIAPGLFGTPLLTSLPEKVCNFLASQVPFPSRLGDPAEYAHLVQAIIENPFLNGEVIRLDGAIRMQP
#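 Read-out: 360 nm excitation, 450 nm emission, kinetic over 4 min. Conditions: His-tagged human HADH2 20 nM, pH 9.0 Tris with Tween-20, 1 mM NAD+, 90 uM beta-hydroxybutyryl-CoA.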
# Rhodamine fluor: compound autofluorescence in rhodamine spectral region; actives 0.05% (n = 59,000); max dye-equivalent concentration, M; Rhodamine-region fluorescence, 547/598 nm, Tris buffer; hits give high values; in the data active = max dye-equivalent concentration above about 11 nM; inconclusive = between about 1.1 nM and that limit
#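 Intensities are converted to rhodamine-equivalent concentration using a six-point rhodamine standard on each plate. Compounds sit 15 min at room temperature in 100 mM Tris buffer, pH 8.0; read uses the 547/598 nm excitation/emission pair.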
# Tau filament bind: binders of human tau filaments. Potency, µM (series often up to 57.1 µM), for the others: top-dose activity change, negative = inhibition. actives 2% (n = 71,000). AID 596. recombinant tau filaments, thioflavin S fluorescence, 15 h; filaments grown with octadecylsulfate alongside compound;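 also: potency is read from the fitted curve at half-maximal effect; % is scaled to controls: 0 for no effect and ±100 for the full control effect; actives lower thioflavin S fluorescence by blocking filaments or displacing dye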
#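 Thioflavine S fluorescence (ex 450, em 510 nm) reports filaments formed from 1 uM human tau plus 30 uM ODS over 15 h at 37 C (10 mM HEPES pH 7.4, 100 mM NaCl, 5 mM DTT); compounds displacing dye or blocking filaments lower signal.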
# HEK293 cAMP cs: raises cAMP in parental HEK293 cells, TSHR agonist counter-screen | Potency, µM (titrated, usually from 57.1 µM), inactives show at the highest dose activation, usual class: activators | AID 938 | parental HEK293 CNG cAMP sensor, membrane potential fluorescence | actives 2.5% (n = 73,000); also: potency is read from the fitted curve at half-maximal effect; % of control where 0% means no effect; nearly all actives have a fitted effect of over 55% in size
#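 Counterscreen for endogenous-receptor signalling: CNG-channel HEK 293 cells report cAMP rise by membrane depolarization. After 60 min dye equilibration with 100 uM RO 20-1724, compounds incubated 30 min before bottom-read fluorescence at 590 nm.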
# BRCT inh red: BRCT-phosphoprotein interaction inhibition (red fluorophore). AID 892. BRCT-phosphopeptide binding, red fluorescence polarization. Potency, µM (doses to about 76.9 µM), for inactives: top-dose activity change, negative = inhibition, most hits filed as inhibitors. actives 0.03% (n = 75,000). P38398; also: % is scaled to controls: 0 for no effect and ±100 for the full control effect
#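 Rhodamine-labelled pBACH1 10-mer (100 nM) bound to BRCT domain (100 nM) at pH 7.3; compounds incubated 12 min room temperature, polarization read. Free peptide defines full inhibition; unlabelled decapeptide titrated as control.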
# Caspase-7 inhib: blocks human caspase-7 allosterically or competitively; recombinant caspase-7, Ac-DEVD-AFC fluorescence rate; actives 0.02% (n = 75,000); Potency, µM (highest dose often 57.5 µM), without a hit: top-dose activity change, negative = inhibition, usual class: inhibitors; AID 889; P55210; active = well fitted inhibition curve with a large enough effect in the main read-out, with a control signal flat, not every such curve was filed as active; inconclusive = small, poorly fitted or top-dose-only effect, or a change in a side signal; also: potency is read from the fitted curve at half-maximal effect; % of control where 0% means no effect
# Target sequence (P55210 24-198 limits assumed): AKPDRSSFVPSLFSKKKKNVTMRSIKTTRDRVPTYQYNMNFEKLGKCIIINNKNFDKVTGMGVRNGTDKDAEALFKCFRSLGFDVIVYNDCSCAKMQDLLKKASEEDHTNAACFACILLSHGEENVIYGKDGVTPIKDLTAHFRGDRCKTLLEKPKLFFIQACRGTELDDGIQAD
# Target sequence (P55210 207-303 limits assumed): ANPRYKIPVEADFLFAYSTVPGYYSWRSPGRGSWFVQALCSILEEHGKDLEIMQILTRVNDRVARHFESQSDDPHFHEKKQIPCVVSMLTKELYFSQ
# BRCT PPI green: BRCA1 BRCT-phosphoprotein interaction inhibition; BRCA1 BRCT-phosphopeptide binding, green fluorescence polarization; Potency, µM (doses to about 76.9 µM), for the others: at the highest dose activity change, negative = inhibition, actives largely listed as inhibitors; P38398; actives 0.05% (n = 75,000);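 also: potency is read from the fitted curve at half-maximal effect; plate controls were peptide without protein for full effect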
#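 Compounds were incubated for 12 min at room temperature with a complex of 100 nM fluorescein-tagged pBACH1 decapeptide and 250 nM His-tagged BRCT protein. Buffer was phosphate pH 7.3 with EDTA, DTT and Tween 20. Disruption of binding lowers the polarization signal.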
# ALOX15 inhib: 15-hLO (ALOX15) enzyme inhibition; purified 15hLO-1, xylenol orange hydroperoxide absorbance; Potency, µM (highest dose often 57.1 µM), for the others: top-dose activity change, negative = inhibition, actives largely listed as inhibitors; actives 1.4% (n = 74,000); also: potency is read from the fitted curve at half-maximal effect; % is scaled to controls: 0 for no effect and ±100 for the full control effect; nearly all actives have a fitted effect of over 55% in size
#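 Readout: Fe(III)-xylenol orange absorbance, 573-to-405 nm ratio as reaction progress. Enzyme 40 nM purified human 15hLO-1, substrate 50 uM arachidonic acid, 6 min RT after 15 min compound preincubation; Hepes pH 7.5 buffer with Triton X-100.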
# Casp1 inh: allosteric or competitive inhibitors of human caspase-1; P29466; Caspase-1 enzyme, Ac-WEHD-AFC fluorogenic rate; Potency, µM (doses to about 57.5 µM), without a hit: at the highest dose activity change, negative = inhibition, hits mostly inhibitors; actives 0.03% (n = 75,000); AID 900;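 also: potency is read from the fitted curve at half-maximal effect; plate controls were vehicle for no effect and no substrate for full effect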
# Target sequence (P29466 120-297 limits assumed): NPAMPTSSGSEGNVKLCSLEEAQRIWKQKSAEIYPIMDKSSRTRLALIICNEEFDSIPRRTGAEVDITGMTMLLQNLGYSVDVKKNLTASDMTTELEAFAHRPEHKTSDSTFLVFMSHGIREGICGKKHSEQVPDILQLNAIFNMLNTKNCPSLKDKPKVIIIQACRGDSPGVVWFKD
# Target sequence (P29466 317-404 limits assumed): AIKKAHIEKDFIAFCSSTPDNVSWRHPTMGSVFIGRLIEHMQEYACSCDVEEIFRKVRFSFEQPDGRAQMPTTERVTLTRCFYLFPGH
# Pol III holo inh: DNA polymerase III holoenzyme inhibition. reconstituted DNA polymerase III holoenzyme replication, biochemical. Potency, µM (series often up to 57.1 µM), without a hit: top-dose activity change, negative = inhibition. actives 0.25% (n = 71,000); also: potency is read from the fitted curve at half-maximal effect; % is scaled to controls: 0 for no effect and ±100 for the full control effect
#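 Reconstituted *E. coli* holoenzyme (0.35 nM Pol III, 1 nM beta, 154 nM SSB, 2 nM primase) was preincubated with compound for 15 min at RT. Synthesis on 1.4 nM ssM13Gori ran 35 min, then was stopped with PicoGreen/EDTA and read as dsDNA fluorescence.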
# Starred values were filed as active, the others as inactive; i = inactive; ? = inconclusive; nt = no result given; [ ] = remark or other dose. Unless noted, calls follow the shape of the dose curve; as a rule, active = well fitted curve in the direction sought with a large enough effect; inconclusive = small, poorly fitted or top-dose-only effect, or another doubt; inactive = no such curve, though single readings can be large; an effect the other way counts as inactive or inconclusive. These rows are one share of the data; the hit share may differ from the screen's.
SMILES,USP2a inhib,HADH2 inhib,Rhodamine fluor,Tau filament bind,HEK293 cAMP cs,BRCT inh red,Caspase-7 inhib,BRCT PPI green,ALOX15 inhib,Casp1 inh,Pol III holo inh
Oc1cccc(O)c1O,nt,0.63µM*,nt,-4%,5%,-2.0%,-7%,8.8%,13µM*,-4%,7.9µM*
Cc1c(NS(=O)(=O)c2ccccc2)cc(Cl)c(O)c1C,nt,3.2µM*,nt,nt,7%,-0.2%,1%,-2.0%,?,-1%,nt
CCOc1ccccc1OCC(=O)Nc1ccc(N2CCCCC2)cc1,6%,7%,i,25µM*,5%,-0.3%,1%,-5.6%,-5%,2%,-1%
CCOc1cc2[nH]c(=S)n(CCCOC)c(=O)c2cc1OCC,10%,-25%,i,8%,1%,1.1%,-1%,-1.0%,-7%,1%,0%
COc1cccc(NC(=O)CSc2nnc(-c3cccc(OC(C)C)c3)n2N)c1,14%,-10%,i,6%,3%,-0.7%,-1%,-3.7%,-26%,-1%,1%
O=C(CSC1=NC(=O)C(Cc2ccccc2)C(=O)N1)Nc1ncccn1 (stereo not drawn),-3%[7.66 µM],7%[11.4 µM],nt,12%[11.4 µM],0%[11.4 µM],0.8%,0%,-1.1%,1%[11.4 µM],0%,-9%[11.4 µM]
CCN1C(=O)CC(N2CCC(Nc3ccc(F)cc3)CC2)C1=O (stereo not drawn),-5%,-3%,i,-13%,-1%,-0.4%,0%,-1.0%,-9%,7%,4%
COc1ccc(S(=O)(=O)N2CCC(C(=O)N3CCOCC3)CC2)cc1OC,2%,-12%,nt,7%,1%,-1.1%,0%,-3.9%,1%,1%,-2%
CN1CCN(C(=O)c2cc(-c3ccc(O)cc3)on2)CC1,nt,-17%,nt,-10%,-2%,-0.1%,0%,-1.4%,2%,-1%,-7%
CC1(C(=O)NC2CCCCCCC2)CCC(=O)N1Cc1ccco1 (stereo not drawn),6%,5%,i,-13%,?,1.3%,-2%,-0.2%,-9%,-4%,0%
CN(C)c1cc(NC(=O)CN2CCOCC2)c2ccccc2n1,nt,6%,nt,3%,20µM*,-0.6%,-2%,-1.4%,4%,-1%,-1%
CN1CCN(CC(=O)Nc2ccc(Cl)cc2Cl)CC1,4%,1%,i,-10%,7%,0.2%,-2%,0.5%,4%,0%,-2%
CCCn1c(C)nc2c(N(CCN(CC)CC)CCN(CC)CC)nc(C)nc21,nt,10%,nt,91%,?,-1.0%,-1%,-2.0%,5%,0%,0%
CC(C)Cn1c(N)c(C(=O)COC(=O)C2CCCCC2)c(=O)n(C)c1=O,15%,21%,i,-3%,12%,-0.6%,-5%,2.3%,-5%,1%,-2%
CN(C)S(=O)(=O)c1ccc(C(=O)Nc2ccccc2C(=O)O)cc1,-6%,-16%,i,2%,3%,-1.1%,0%,-0.7%,-2%,1%,-4%
OC1(Cc2ccn[nH]2)CCCCC1,43%[activator],-12%,i,0%,27%,0.4%,-1%,-0.3%,25%,-3%,-12%
CCn1c(SCC(=O)N2CCCC2)nc2c(c1=O)SC(C)C2 (stereo not drawn),nt,-7%,nt,-9%,21%,-1.1%,-1%,-3.2%,-2%,3%,2%
COc1ccc(NC(=O)c2cccc(-n3cnnn3)c2)cc1,nt,-2%,i,-1%,6%,3.9%,0%,-0.4%,7%,0%,-2%
CCCCCN=c1ccn(Cc2ccccc2)c2ccccc12,nt,7%,nt,81%,16µM*,-5.1%,2%,-0.1%,-9%[25.6 µM],1%,-7%
O=C(Nc1ccc(Cc2ccc(NC(=O)C3CC3)c(O)c2)cc1O)C1CC1,13%,-2%,i,-10%,-22%,-0.4%,1%,-1.7%,-10%,-1%,15%
COc1cccc2c1N1C(=O)c3c(C(=O)O)cccc3C1CC2(C)C (stereo not drawn),4%,-4%,nt,-4%,2%,0.2%,-1%,0.5%,-3%,-2%,2%
Cc1cc(C)nc(Nc2ccc(N3CCOCC3)cc2)n1,-2%,3%,i,?,1%,0.8%,0%,-3.1%,-8%,-1%,-1%
O=C(O)c1ccccc1-c1nc2ccccc2c(=O)[nH]1,-5%,8%,i,8%,-5%,0.4%,0%,-1.0%,11%,2%,-3%
[N-]=[N+]=CC(=O)COC(=O)c1ccccc1,nt,-5%[11.4 µM],i,1%[11.4 µM],7%[11.4 µM],0.4%[15.4 µM],-1%[11.5 µM],-1.1%[15.4 µM],8%[11.4 µM],-8%[11.5 µM],2%[11.4 µM]
O=C(Nc1ccccc1C(=O)N1CCN(Cc2ccccc2)CC1)c1ccccn1,11%,6%,nt,13%,26%,-1.7%,-7%,-2.0%,-1%,2%,0%
CCCCN1C(=O)/C(=C2\SC(N3CCCCC3)=NC2=O)c2ccccc21,7%,20µM*,nt,62%,-13%,-2.4%,2%,-2.9%,-18%,-4%,-6%
c1ccc(-c2nc(-n3ccnc3)nc(-n3ccnc3)n2)cc1,?,-7%,i,-6%,-3%,-4.7%,1%,0.3%,13%,0%,-11%
O=C(CSc1nnc(-c2ccccc2O)o1)N1CCc2ccccc2C1,nt,-10%,i,15%,?,-0.3%,-1%,-0.5%,?,-4%,-4%
O=C(Nc1ccc(NC(=O)C2CC2)nc1)c1ccco1,-4%,-3%,i,4%,?,-0.2%,0%,1.1%,3%,-1%,-7%
CC(=O)Nc1ccc(NC(=O)Cn2cc3c(n2)CCC(C)C3)cc1 (stereo not drawn),2%,5%,i,1%,-3%,0.1%,-2%,-1.7%,-4%,1%,2%
CC(C)NC(=O)NC1C2CC3CC(C2)CC1C3 (stereo not drawn),2%,4%,i,12%,-2%,0.7%,-1%,-1.7%,0%,1%,0%
NC(=O)C1CCN(C(=O)C23CC4CC(CC(C4)C2)C3)CC1,2%,-10%,i,-2%,17%,0.5%,0%,-1.2%,0%,1%,3%
C=CCNc1nc(NCCN2CCOCC2)nc(N2CCOCC2)n1,2%,-1%,i,8%,4%,0.1%,-3%,-1.5%,4%,0%,-1%
COc1ccc(C(=O)COC(=O)Cn2nnc3ccccc32)cc1Br,9%,10%,i,6%,-9%,-0.1%,-5%,3.4%,-2%,-7%,2%
CCN(CC)CC(=O)n1c2c(c3ccccc31)CCCC2,-1%,-6%,nt,24%,?,-0.5%,3%,-0.2%,1%,2%,-2%
COc1ccc(S(=O)(=O)N2CCC(O)(c3ccc4c(c3)OCO4)CC2)cc1,-2%,-1%,i,85%,1%,-0.8%,0%,0.8%,1%,0%,4%
CCOC(=O)C(CC)n1cnc2c(nnn2-c2ccc(C)cc2)c1=O (stereo not drawn),6%,6%,i,12%,20%,-2.4%,-3%,-1.2%,13%,4%,-29%
CC1CCC(NC(=O)Cn2ncc3ccccc32)CC1 (stereo not drawn),nt,3%,nt,-9%,8%,1.4%,-2%,-1.8%,7%,3%,0%
O=C(C1COc2ccccc2O1)N1CCOCC1 (stereo not drawn),1%,0%,nt,6%,6%,-0.1%,-1%,-0.2%,16%,-3%,-1%
Cc1ccc(OCC(=O)Nc2cccc(C)n2)c(C)c1,-3%,?,i,6%,17%,-1.7%,-2%,-2.0%,0%,-4%,-1%
c1ccc2c(c1)CCCN2Cc1nnc2n1CCCCC2,1%,-6%,i,17%,?,-1.1%,-6%,-0.2%,-3%,-5%,5%
COCCN(C(=O)CCC(=O)Nc1cccnc1)C(C(=O)NC1CCCCC1)c1ccccc1 (stereo not drawn),8%,4%,i,-11%,8%,0.2%,4%,-1.5%,0%,4%,-9%
CC(C)CCNC(=O)CN(Cc1ccc2c(c1)OCO2)C(=O)CCC(=O)Nc1ccccn1,-3%,4%,i,-14%,28%,-3.4%,1%,-0.5%,17%,2%,-3%
CCn1c(=O)c(C(=O)Nc2nc3ccccc3[nH]2)c(O)c2ccccc21,-5%,21%,i,105%,-11%,0.8%,-2%,-0.5%,23%,-8%,-5%

# Record cards, from the list above. Values in the order: USP2a inhib | HADH2 inhib | Rhodamine fluor | Tau filament bind | HEK293 cAMP cs | BRCT inh red | Caspase-7 inhib | BRCT PPI green | ALOX15 inhib | Casp1 inh | Pol III holo inh
# `Cc1ccc(OCC(=O)Nc2cccc(C)n2)c(C)c1` as listed: -3% | ? | i | 6% | 17% | -1.7% | -2% | -2.0% | 0% | -4% | -1%
# `c1ccc(-c2nc(-n3ccnc3)nc(-n3ccnc3)n2)cc1` as listed: ? | -7% | i | -6% | -3% | -4.7% | 1% | 0.3% | 13% | 0% | -11%

# Source: PubChem (National Center for Advancing Translational Sciences (NCATS))
